TCR act – activates T cell receptor signaling. primary human leukocytes, anti-CD3, IL-2 HTRF, 48 h. Potency, µM (titrated, usually from 9.22 µM), for the others: top-dose activation of IL-2 secretion, usual class: activators. 330,000 tested, under 10 active. AID 504894; also: % of control where 0% means no effect
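IL-2 release read by HTRF sandwich (Eu cryptate donor, d2 acceptor, 665 nm emission) after 48 hr exposure of primary human leukocytes to compound together with anti-CD3 beads in the absence of co-stimulatory signals.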
Chronic BCR inh – blocks chronic active B-cell receptor signaling. AID 493014. Potency, µM (titrated, usually from 46.1 µM), for inactives: at the top dose ratio change, negative = lower green/red ratio, hits mostly inhibitors. ABC-DLBCL IkBa-CBG/CBR reporter, luminescence ratio, 4 h. actives 0.05% (n = 340,000); active = well fitted inhibition curve with a large enough effect in the signal ratio, with a control signal flat, not every such curve was filed as active; inconclusive = small, poorly fitted or top-dose-only effect, or effect the other way, or a change in a side signal; the % refers to the signal ratio;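 also: potency is read from the fitted curve at half-maximal effect; plate controls were basal doxycycline-induced cells for no effect and cells given 10 µM MG132 for full effect; MG132 reads +100%, hits lower the ratio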
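TMD8 ABC-DLBCL cells carrying doxycycline-inducible green luciferase fused to IkappaBalpha plus unfused red luciferase were exposed to compounds (up to 46 uM) for 4 hrs at 37C. Activity came from the overlap-corrected green/red luminescence ratio.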
TSHR antag – antagonists of human thyroid stimulating hormone receptor | activity change, negative = inhibition, % at 11.5 µM | AID 504810 | TSHR-expressing cells, TSH-stimulated cAMP HTRF, 2 h; hits give low values | actives 0.2% (n = 330,000);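 active = activity change below a set negative limit, meaning inhibition stronger than a set level, cut at about -70% in these data; inconclusive = activity change between two set negative limits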; also: % is scaled to controls: 0 for no effect and ±100 for the full control effect
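TSHR-expressing cells, 200/well, pre-treated with compound, then stimulated with EC80 TSH (4nM final) for 2 hours at 37 deg C. cAMP measured by competitive HTRF: anti-cAMP cryptate antibody in lysis buffer plus cAMP-d2, read after 30 minutes at room temperature.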
PTAP TSG101 blk – blocks PTAP/TSG101 interaction to inhibit HIV-1 budding; Q99816; Fluorescence polarization, FITC-PTAP peptide / Tsg101 binding; Potency, µM (top dose mostly 115 µM), for inactives: at the highest dose activity change, negative = inhibition, hits mostly inhibitors; 340,000 tested, under 10 active; AID 493005; active = well fitted inhibition curve with a large enough effect in the main read-out, with a control signal flat, not every such curve was filed as active; inconclusive = small, poorly fitted or top-dose-only effect, or effect the other way, or a change in a side signal; inactive = no such curve, though single readings can be large or run the other way; also: potency is read from the fitted curve at half-maximal effect; % of control where 0% means no effect
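FP read-out: FITC-PTAP peptide, 50 nM final, binding Tsg101 binding domain, 10 uM final; 20 min, r.t.; 10 mM HEPES pH 7.5, 0.15 M NaCl, 0.01% Tween 20, 3 mM EDTA, 0.1 mM TCEP.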
ELG1 DNA repair – blocks ELG1-dependent DNA repair in HEK293T cells. HEK293T ELG1-luciferase reporter, luminescence, 16 h; DNA damage induced by 5-fluorouridine. Potency, µM (titrated, usually from 46.1 µM), for inactives: at the top dose activity change, negative = inhibition, most hits filed as inhibitors. actives 2.3% (n = 330,000); also: potency is read from the fitted curve at half-maximal effect; % is scaled to controls: 0 for no effect and ±100 for the full control effect; nearly all actives have a fitted effect of over 55% in size
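HEK293T cells expressing luciferase-tagged ELG1 (2,000/well) received 5-Fluorouridine plus compound or DMSO for 16 hr at 37 °C. Luciferase was read by ONE-Glo luminescence after 30 min at room temperature.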
Tb PFK inh – blocks T. brucei phosphofructokinase. O15648. AID 485367. actives 0.17% (n = 330,000). T. brucei PFK, ADP-Glo luminescence. Potency, µM (top dose mostly 57.5 µM), inactives show top-dose activity, negative = inhibition, hits mostly inhibitors;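 also: potency is read from the fitted curve at half-maximal effect; 0% = uninhibited 1x PFK enzyme wells and -100% = no-enzyme wells; nearly all actives have a fitted effect of over 60% in size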
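PFK 1.25 nM, F6P 0.5 mM, ATP 0.1 mM, 0.1 M TEA pH 8.0, 5 mM MgCl2, 0.01% Tween20, 0.1% BSA; 45 min RT. ADP-Glo readout. qHTS titration up to 57 uM; curves fitted, compounds curve-classed.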
uPA generation – inhibitors of cell surface uPA generation; cell surface uPA generation assay, qHTS; Potency, µM (series often up to 38.3 µM), for inactives: at the highest dose activity change, negative = inhibition, usual class: inhibitors; actives 0.31% (n = 330,000); active = well fitted inhibition curve with a large enough effect; inconclusive = small, poorly fitted or top-dose-only effect; inactive = no such curve, though single readings can be large or run the other way; tested in mouse RAW 264.7 cells; also: potency is read from the fitted curve at half-maximal effect; % is scaled to controls: 0 for no effect and ±100 for the full control effect; nearly all actives have a fitted effect of over 55% in size
USP2a block – USP2a (human) protease inhibition | O75604 | USP2 core, Ub-CHOP2 coupled fluorogenic reporter, 485/531 | AID 463254 | Potency, µM (series often up to 38.3 µM), for inactives: at the highest dose activity change, negative = inhibition, most hits filed as inhibitors | actives 0.01% (n = 330,000);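 also: potency is read from the fitted curve at half-maximal effect; plate controls were DMSO wells for no effect and full inhibition by NEM control for full effect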
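USP2 core (10nM final) preincubated 30min RT with compound in 20mM Tris-HCl pH 8.0, 2mM CaCl2, 2mM beta-mercaptoethanol, 0.05% CHAPS; 25nM Ub-CHOP2 plus 25nM reporter substrate added, fluorescence (Ex485/Em531) read after 60min.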
Mito fusion act – mitochondrial division inhibition or fusion activation. S. cerevisiae fusion-defective mutant growth rescue, CellTiterGlo 48 h. Potency, µM (doses to about 46.1 µM), inactives show at the top dose growth rescue (activation), usual class: activators. actives 0.23% (n = 320,000);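 also: potency is read from the fitted curve at half-maximal effect; % of control where 0% means no effect; nearly all actives have a fitted effect of over 45% in size; temperature-sensitive fusion mutants such as fzo1-1 at 37 °C on non-fermentable ethanol glycerol medium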
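Luminescent cell viability in 1536-well qHTS format served as the measure of rescued growth in ts fusion-mutant S. cerevisiae cultured on non-fermentable YPEG for 48 hours at 37C.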
Eya2 inh – blocks the phosphatase activity of human Eya2 | O00167 | recombinant Eya2, OMFP fluorescence dephosphorylation (OMFP is methylfluorescein phosphate) | Potency, µM (series often up to 76.9 µM), without a hit: top-dose activity, negative = inhibition, usual class: inhibitors | actives 0.006% (n = 330,000) | AID 488837; also: potency is read from the fitted curve at half-maximal effect; % is scaled to controls: 0 for no effect and ±100 for the full control effect
Target sequence (O00167 whole entry, looked up): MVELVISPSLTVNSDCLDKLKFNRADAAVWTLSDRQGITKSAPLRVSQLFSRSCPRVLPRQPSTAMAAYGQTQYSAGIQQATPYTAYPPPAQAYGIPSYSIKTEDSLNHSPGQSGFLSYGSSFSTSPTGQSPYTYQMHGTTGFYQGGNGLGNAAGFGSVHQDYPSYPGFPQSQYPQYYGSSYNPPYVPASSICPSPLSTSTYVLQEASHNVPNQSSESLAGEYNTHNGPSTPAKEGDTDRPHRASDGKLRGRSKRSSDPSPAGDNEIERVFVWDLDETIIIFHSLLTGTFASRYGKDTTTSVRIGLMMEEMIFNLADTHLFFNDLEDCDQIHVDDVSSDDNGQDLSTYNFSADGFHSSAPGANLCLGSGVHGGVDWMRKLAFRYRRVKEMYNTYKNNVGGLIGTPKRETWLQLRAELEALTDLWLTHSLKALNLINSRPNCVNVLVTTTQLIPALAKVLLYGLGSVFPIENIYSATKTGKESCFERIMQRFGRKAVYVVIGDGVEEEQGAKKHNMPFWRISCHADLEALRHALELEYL
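Eya2 protein (added as 0.2 uM solution) was preincubated with compound for 10 min at ambient temperature in 50 mM HEPES pH 7.5, 50 mM NaCl, 5 uM MgCl2, 0.05% BSA, 1 mM DTT. OMFP (added at 50 uM) then reacted 10 min; fluorescence read at 485/525 nm.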
B2AR arrestin – beta2AR (human) beta-arrestin recruitment activity; actives 0.02% (n = 330,000); Potency, µM (doses to about 46.1 µM), inactives show top-dose activation, hits mostly activators; beta-arrestin recruitment to beta2AR, cell-based reporter; AID 492947; P07550;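 also: potency is read from the fitted curve at half-maximal effect; 0% = DMSO controls and full agonism = EC100 isoproterenol or metaproterenol; nearly all actives have a fitted effect of over 65% in size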
Target sequence (P07550 whole entry, looked up): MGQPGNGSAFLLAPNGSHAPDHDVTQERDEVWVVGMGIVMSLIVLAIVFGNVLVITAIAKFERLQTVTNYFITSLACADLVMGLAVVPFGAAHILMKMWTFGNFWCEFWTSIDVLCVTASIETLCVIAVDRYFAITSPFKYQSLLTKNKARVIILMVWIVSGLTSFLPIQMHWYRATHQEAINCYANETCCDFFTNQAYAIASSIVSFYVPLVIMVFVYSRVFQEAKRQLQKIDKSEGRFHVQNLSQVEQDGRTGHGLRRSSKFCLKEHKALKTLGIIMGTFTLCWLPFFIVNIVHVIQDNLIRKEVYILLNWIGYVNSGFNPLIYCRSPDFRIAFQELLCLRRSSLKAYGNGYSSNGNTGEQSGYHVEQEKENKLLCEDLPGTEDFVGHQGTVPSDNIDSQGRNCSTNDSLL
Numbers without * were called inactive; u = inconclusive; x = no result given; [ ] = another dose, or the depositor's remark. Unless noted, calls follow the shape of the dose curve; as a rule, active = well fitted curve in the direction sought with a large enough effect; inconclusive = small, poorly fitted or top-dose-only effect, or another doubt; inactive = no such curve, though single readings can be large; an effect the other way counts as inactive or inconclusive.

SMILES	TCR act	Chronic BCR inh	TSHR antag	PTAP TSG101 blk	ELG1 DNA repair	Tb PFK inh	uPA generation	USP2a block	Mito fusion act	Eya2 inh	B2AR arrestin
CC(C)OC(=O)c1ccc(NC(=O)c2cccc(-n3cnnn3)c2)cc1	2%	u	17	6%	u	11%	15%	-12%	13%	-6%	0.1%
CCn1c(CNC(=O)c2cccs2)nnc1SCC(=O)NCCc1ccccc1	-18%	8%	4	-3%	0%	1%	x	2%	-4%	7%	0.2%
CC(=O)C[C@H](O)CC(=O)[C@@H]1OC(=O)[C@H](C)C/C=C\Cc2ccccc21	-4%	8%	-8	-1%	3%	0%	-6%	0%	x	0%	-0.8%
CCCN(C(=O)CSCC(=O)Nc1cccc(C)c1)c1c(N)n(Cc2ccccc2)c(=O)[nH]c1=O	-17%	-3%	-3	-2%	5%	-1%	9%	0%	-2%	11%	0.3%
Cc1nc(C)c2c(c1C(F)(F)F)-c1ccccc1C2(F)F	2%	u	15	-9%	u	-4%	-1%	-3%	-6%	-12%	-0.5%
Cc1ccc(S(=O)(=O)N(C)C)cc1NC(=O)c1cccnc1Oc1ccccc1	5%	23%	-11	-3%	u	1%	10%	2%	0%	9%	3.7%
CCOC(=O)c1sc(NC(=O)CCN2C(=O)c3ccccc3C2=O)c(C(=O)OCC)c1C	1%[46.1 µM]	u	19	2%	u	0%	0%	0%	5%	-5%	-0.1%
O=C(O)/C=C/c1ccc(S(=O)(=O)Nc2ccccc2C(=O)Nc2ccc(F)cc2)cc1	-2%	-3%	-100*	-2%	11%	-1%	-4%	u	-7%	-7%	-0.3%
COC(=O)c1sc(C(C)(C)C)cc1CSc1ccccc1	0%	10%	-3	1%	-4%	2%	4%	-2%	5%	-17%	-0.1%
CC(=O)N1CCN(c2ccccc2NC(=O)COc2cc(C)ccc2C(C)C)CC1	6%	0%	-5	-2%	u	-9%	11%	-1%	10%	-25%	0.0%
CCOCCn1ccc2c(OCC(=O)Nc3ccc(OC)cc3OC)cccc2c1=O	6%	3%	x	-4%	u	0%	2%	3%	6%	-21%	0.3%
Cc1ccc(S(=O)(=O)N2CCOCC2)cc1C(=O)NCc1ccccn1	10%	9%	30	-5%	4%	-7%	-4%	1%	-3%	24%	6.7%
NNC(=O)c1csc(-c2cccc(C(F)(F)F)c2)n1	-25%	-1%	-10	-3%	5%	1%	4%	0%	-3%	-8%	-1.9%
c1ccc(-c2nc(Sc3ncnc4c3cnn4-c3ccccc3)n[nH]2)cc1	x	u	1	x	4%	0%	x	-3%	-3%	-10%	-0.5%
CCCC1C(C#N)=C(N)Oc2n[nH]c(C(C)(C)C)c21 (configuration not stated)	3%	4%	-8	-9%	0%	0%	11%	4%	-8%	0%	-0.2%
Cc1cccc(C)c1NC(=O)C1=C(O)c2sccc2N(C)S1(=O)=O	2%	11%	12	-7%	-3%	5%	1%	4%	-3%	-8%	-0.2%
CC(=O)Nc1cccc(-n2c(=O)n(Cc3ccccc3)c(=O)c3[nH]cnc32)c1	1%	u	-4	-8%	2%	6%	0%	0%	10%	14%	-0.4%
Cc1ccc(C(=O)Nc2cccc(O)c2)cc1S(=O)(=O)N1CCCCCC1	5%	6%	-2	52%[activator]	u	3%	-16%	2%	9%	0%	0.2%
O=C(NCC(=O)N1CCCCCCC1)c1ccco1	2%	1%	-20	0%	u	0%	8%	5%	-2%	-9%	-0.2%
CCOC(=O)c1ccc(N=c2sc(C(=O)OC)cc(=O)n2-c2ccc(C(=O)OCC)cc2)cc1	-4%	1%	-19	-10%	u	-4%	u	1%	21%	-1%	-0.7%
COc1ccc(CN2CCC(N(CCc3ccccc3)Cc3ccccc3)CC2)c(OC)c1	1%	u	6	-1%	21µM*	-1%	3%	0%	-7%	-16%	3.1%
COC(=O)c1ccc(C(=O)OC)c(NC(=S)N2CCCC(C)C2)c1 (configuration not stated)	10%	0%	2	-4%	4%	-2%	-3%	2%	25%	-5%	-0.8%
COc1ccc(-c2nnc(SCC(=O)N3CCc4ccccc4C3)o2)cc1	0%	3%	-3	-3%	u	2%	x	-2%	15%	14%	-0.4%
COc1ccc2[nH]c3c(c2c1)CCC/C3=N\N	-7%	-6%	4	-3%	u	-11%	10%	1%	8%	4%	-0.7%
CCCCCC(=O)NNC1=NCC(Cc2ccccc2)S1 (configuration not stated)	0%	2%	14	-1%	0%	-6%	-8%	0%	-5%	0%	0.2%

The list goes on (5 carried over from the part before).
SMILES	TCR act	Chronic BCR inh	TSHR antag	PTAP TSG101 blk	ELG1 DNA repair	Tb PFK inh	uPA generation	USP2a block	Mito fusion act	Eya2 inh	B2AR arrestin
COc1ccc(CN2CCC(N(CCc3ccccc3)Cc3ccccc3)CC2)c(OC)c1	1%	u	6	-1%	21µM*	-1%	3%	0%	-7%	-16%	3.1%
COC(=O)c1ccc(C(=O)OC)c(NC(=S)N2CCCC(C)C2)c1 (configuration not stated)	10%	0%	2	-4%	4%	-2%	-3%	2%	25%	-5%	-0.8%
COc1ccc(-c2nnc(SCC(=O)N3CCc4ccccc4C3)o2)cc1	0%	3%	-3	-3%	u	2%	x	-2%	15%	14%	-0.4%
COc1ccc2[nH]c3c(c2c1)CCC/C3=N\N	-7%	-6%	4	-3%	u	-11%	10%	1%	8%	4%	-0.7%
CCCCCC(=O)NNC1=NCC(Cc2ccccc2)S1 (configuration not stated)	0%	2%	14	-1%	0%	-6%	-8%	0%	-5%	0%	0.2%
Cc1cccc(C(=O)NC2CCN(CC(=O)NCc3ccccc3F)CC2)c1	-1%	-2%	-7	-3%	2%	-5%	-6%	0%	-2%	-13%	0.5%
CC(C1CC1)N(Cc1ccccc1)C(=S)Nc1cccc(C(F)(F)F)c1 (configuration not stated)	6%[46.1 µM]	u	-4	-5%	13%	1%	-4%	-1%	7%	-1%	-1.9%
O=C(Cc1cccs1)NCCN1CCOCC1	0%[46.1 µM]	4%	15	2%	u	-1%	12%	3%	-3%	5%	6.4%
COc1ccc(CCNC2CC(=O)N(CCc3ccccc3)C2=O)cc1OC (configuration not stated)	x	-9%	-10	1%	-10%	-7%	9%	1%	-8%	-6%	-0.1%
Cc1[nH]c2ccccc2c1Cc1n[nH]c(=S)n1C	0%[46.1 µM]	u	2	1%	10%	-12%	0%	0%	-1%	5%	-1.5%
COC(=O)c1ccccc1NC(=O)CSc1ncn[nH]1	-5%	0%	2	-1%	-1%	-4%	-1%	2%	3%	0%	-0.1%
COc1cccc(CNC(C)C(=O)Nc2ccc(S(=O)(=O)N3CCCC3)cc2)c1 (configuration not stated)	6%	0%	x	-2%	u	-4%	-10%	2%	x	-4%	0.1%
CC1=NOC(=O)/C1=C/c1ccc(O)c(Br)c1	3%	-9%	3	-6%	13%	1%	-3%	1%	6%	9%	0.2%
CC(C)NC(=O)N1c2ccccc2Sc2ccccc21	7%	-2%	-10	-2%	-22%	0%	-1%	-1%	10%	10%	5.0%
Cc1scc(C(=O)NNC(=O)CCC(=O)O)c1C	-3%	u	5	1%	3%	-2%	0%	5%	3%	-12%	-1.1%
Cc1nnc(SCC(=O)N(C)c2ccccc2)n1Cc1ccccc1	-4%	7%	6	2%	11%	-3%	4%	7%	1%	3%	0.0%
O=C(NCc1ccccc1)C(c1cccnc1)N(Cc1ccco1)C(=O)c1ccccn1 (configuration not stated)	2%	0%	-8	0%	-2%	-2%	2%	3%	-3%	8%	0.3%
CCCn1c(SCC(=O)NCc2ccccc2)nnc1-c1ccncc1	2%	5%	-4	-5%	4%	-2%	2%	-5%	4%	6%	-0.2%

Assay outcomes: PubChem, National Center for Advancing Translational Sciences (NCATS)
